Screening data: PubChem BioAssay, National Center for Advancing Translational Sciences (NCATS)
ELG1 genotox: inducers of genotoxicity in HEK293T ELG1-luciferase cells; HEK293T ELG1-luciferase reporter, luminescence, 16 h; Potency, µM (series often up to 46 µM), for the others: at the highest dose activity change, positive = activation, most hits filed as activators; actives 1.3% (n = 330,000); AID 504466; further: potency means the concentration at half of the fitted maximal effect; % of control where 0% means no effect; nearly all actives have a fitted effect of over 60% in size
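Cells (2,000/well) expressing the ELG1-luciferase fusion are dosed by pin tool and kept 16 hr at 37 °C, 5% CO2. Signal comes from ONE-Glo luciferase reagent after 30 min at room temperature.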
BRCA1 expr act: activators of BRCA1 expression. MCF7-BRCA1-FFLuc reporter, luminescence, 48 h; response scale: scaled: vehicle 0%, 10 µM genistein 100%. Potency, µM (doses to about 46.1 µM), for inactives: at the highest dose activation, most hits filed as activators. actives 1.1% (n = 380,000). AID 624202; further: potency means the concentration at half of the fitted maximal effect; nearly all actives have a fitted effect of over 80% in size; some results filed as inactive show a strong effect at the top dose
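MCF7-BRCA1-FFLuc, 2000 cells/well; 2 h attach, 37 °C/5% CO2; compound 48 h; luciferase substrate 15 min; luminescence end-point. Norm. to genistein 10 microM max activation and DMSO; concentration-response curves fitted.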
p53 reactivator: restores transcriptional activity of mutant p53; actives 0.063% (n = 320,000); Potency, µM (titrated, usually from 92.2 µM), for the others: at the highest dose activity change, positive = activation, most hits filed as activators; H1299 p53-A138V BP100-luciferase reporter, luminescence, 24 h; further: potency means the concentration at half of the fitted maximal effect; % of control where 0% means no effect; nearly all actives have a fitted effect of over 45% in size
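H1299 (p53-null), stable ts p53-A138V + BP100-Luc; 1000 cells/well, Opti-MEM/10% FBS; cpd 4 pt, 1:5; 24 h, 37 deg C, 5% CO2; detection reagent 10 min RT; luminescence.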
VP16 counter: counter-screen for ROR gamma inhibitors: Gal4-VP16 reporter; AID 2546; actives 3.5% (n = 310,000); Potency, µM (titrated, usually from 53.6 µM), inactives show at the highest dose activity, negative = inhibition, hits mostly inhibitors; Drosophila S2 Gal4-VP16 UAS-luciferase, luminescence, 20 h;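 further: Gal4-VP16 expression switched on by copper sulfate through the metallothionein promoter; potency means the concentration at half of the fitted maximal effect; on the % scale 0 is the no-effect control and ±100 the full control effect; nearly all actives have a fitted effect of over 50% in size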
NPC1 promoter act: activators of NPC1 promoter | actives 2.4% (n = 320,000) | AID 485313 | Potency, µM (series often up to 9.22 µM), inactives show at the top dose activation, hits mostly activators | Huh7 NPC1 promoter luciferase reporter, 24 h;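 further: potency means the concentration at half of the fitted maximal effect; % of control where 0% means no effect; nearly all actives have a fitted effect of over 60% in size; reporter is driven by a mutant NPC1 promoter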
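Huh7 cells stably carrying NPC1 promoter–luciferase, plated in Opti-MEM with 10% FBS for 2 h, were exposed to compound in DMSO for 24 h at 37 °C; luciferase reagent was added for 10 min and luminescence read.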
PKM2 act: PKM2 (human) enzyme activation. P14618. purified PKM2, Kinase-Glo ATP luminescence, activation; response scale: 0% is enzyme alone, no compound. Potency, µM (titrated, usually from 57.5 µM), for inactives: at the top dose activation, usual class: activators. actives 0.34% (n = 260,000); further: potency means the concentration at half of the fitted maximal effect; on the % scale 0 is the no-effect control and ±100 the full control effect; nearly all actives have a fitted effect of over 55% in size
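ATP formation by purified human PK-M2, quantified via coupled luciferase luminescence after 1 h at room temperature with 0.1 mM ADP and 0.5 mM PEP final.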
FLuc modulator: inhibits or activates purified firefly luciferase, miR-21 counter-screen | P08659 | purified FLuc, Km substrates, luminescence inhibition | Potency, µM (highest dose often 57.5 µM), without a hit: top-dose activity change, negative = inhibition, actives largely listed as inhibitors | actives 6.9% (n = 360,000);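 further: potency means the concentration at half of the fitted maximal effect; plate controls were vehicle for no effect and reference inhibitor for full effect; nearly all actives have a fitted effect of over 55% in size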
Target sequence (P08659 whole entry, looked up): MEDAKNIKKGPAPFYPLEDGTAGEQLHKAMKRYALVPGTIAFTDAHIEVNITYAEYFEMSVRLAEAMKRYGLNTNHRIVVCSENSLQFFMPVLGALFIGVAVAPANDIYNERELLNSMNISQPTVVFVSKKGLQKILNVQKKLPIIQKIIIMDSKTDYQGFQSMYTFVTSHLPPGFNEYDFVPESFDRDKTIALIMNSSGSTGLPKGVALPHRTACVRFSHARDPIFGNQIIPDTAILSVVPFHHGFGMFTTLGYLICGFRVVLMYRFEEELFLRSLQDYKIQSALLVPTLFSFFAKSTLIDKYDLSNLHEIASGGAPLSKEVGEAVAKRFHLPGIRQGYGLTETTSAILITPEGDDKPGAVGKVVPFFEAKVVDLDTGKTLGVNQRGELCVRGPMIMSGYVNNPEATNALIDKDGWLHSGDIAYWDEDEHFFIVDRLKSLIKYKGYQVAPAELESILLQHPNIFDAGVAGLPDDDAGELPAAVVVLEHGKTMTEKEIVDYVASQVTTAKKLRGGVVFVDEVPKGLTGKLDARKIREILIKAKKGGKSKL
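Biochemical qHTS of compounds, final roughly 60 µM downward over six points, against 10 nM purified firefly luciferase using Km concentrations of substrates (10 uM D-luciferin, 10 uM ATP) in Tris acetate pH 7.5 buffer; luminescence output.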
Menin-MLL TR inh: menin-MLL binding inhibition, Texas Red mutant peptide | AID 1768 | Menin + Texas Red MLL mutant peptide, fluorescence polarization | O00255 | actives 0.23% (n = 270,000) | Potency, µM (series often up to 61.6 µM), inactives show at the top dose FP activity change, negative = inhibition, hits mostly inhibitors; active means well fitted inhibition curve with a large enough effect in the polarisation, with a control signal flat, not every such curve was filed as active; inconclusive means small, poorly fitted or top-dose-only effect, or effect the other way, or a change in a side signal; inactive means no such curve, though single readings can be large or run the other way; the % refers to the polarisation; further: potency means the concentration at half of the fitted maximal effect; % of control where 0% means no effect; many of its hits are not listed in these tables
RORgamma inh: ROR gamma (mouse) transcription inhibition. Drosophila S2 Gal4-RORgamma UAS-luciferase reporter, 20 h. P51450. actives 5.4% (n = 310,000). Potency, µM (series often up to 53.6 µM), for the others: at the highest dose activity change, negative = inhibition, actives largely listed as inhibitors. AID 2551; further: potency means the concentration at half of the fitted maximal effect; on the % scale 0 is the no-effect control and ±100 the full control effect; nearly all actives have a fitted effect of over 60% in size
Target sequence (P51450 whole entry, looked up, the tested form may be a part): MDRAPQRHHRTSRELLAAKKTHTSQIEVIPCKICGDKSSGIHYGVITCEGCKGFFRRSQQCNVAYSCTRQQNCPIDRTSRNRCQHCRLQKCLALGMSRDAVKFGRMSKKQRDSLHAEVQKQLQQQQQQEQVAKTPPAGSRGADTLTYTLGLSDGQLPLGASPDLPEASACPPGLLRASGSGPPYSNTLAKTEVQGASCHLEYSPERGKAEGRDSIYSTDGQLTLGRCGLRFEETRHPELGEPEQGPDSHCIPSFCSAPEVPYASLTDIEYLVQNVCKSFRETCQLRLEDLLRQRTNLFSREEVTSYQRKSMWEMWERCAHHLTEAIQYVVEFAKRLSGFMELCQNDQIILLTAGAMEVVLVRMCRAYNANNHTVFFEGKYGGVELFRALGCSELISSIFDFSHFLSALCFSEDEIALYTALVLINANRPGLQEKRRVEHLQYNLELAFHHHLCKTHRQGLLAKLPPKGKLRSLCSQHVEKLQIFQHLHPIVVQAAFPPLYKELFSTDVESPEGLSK
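Stable Schneider cell line, Gal4 DNA-binding domain fused to ROR gamma, UAS-luciferase. Cmpd 1 hr RT → CuSO4 700 uM final → 20 hr RT → luciferase reagent 10 min → luminescence.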
Giardia killer: Giardia lamblia killing | AID 540267 | Giardia lamblia trophozoite viability | activity change, % at 7.66 µM, hits read low | actives 0.15% (n = 340,000); in the data active means activity change below about -80%; inconclusive means between about -30% and that limit;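 further: parasites exposed to compound for two days anaerobically before the ATP read; on the % scale 0 is the no-effect control and ±100 the full control effect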
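Luminescent ATP signal served as the viability read-out, measured 15-30 min after adding ATP detection reagent to trophozoites that had been incubated with compounds for 48 hrs at 37 deg C anaerobically at 100 cells/well.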
Rab9 promoter act: activators of Rab9 promoter. AID 485297. Huh7 Rab9 promoter-luciferase reporter, luminescence, 24 h. Potency, µM (titrated, usually from 9.22 µM), for the others: top-dose activation, negative = inhibition, hits mostly activators. actives 2.8% (n = 320,000); further: potency means the concentration at half of the fitted maximal effect; % of control where 0% means no effect; nearly all actives have a fitted effect of over 60% in size
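Stable Rab9-luc Huh7, 1500 cells/well, 2 h settle; cmpd in DMSO, 24 h, 37 °C/5% CO2; luciferase reagent 10 min RT; luminescence.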
* = called active by the depositor; ? = inconclusive; . = not tested or not shown; & = joins results of further samples; [ ] = another dose, or the depositor's remark. Unless noted, the call rests on the fitted dose curve; in most records, active means well fitted curve in the direction sought with a large enough effect; inconclusive means small, poorly fitted or top-dose-only effect, or another doubt; inactive means no such curve, though single readings can be large; an effect the other way counts as inactive or inconclusive. A portion of the library, so the mix of outcomes need not match the whole.

#1 NNc1nc(-c2ccccc2)c2cc(Cl)ccc2n1
#2 CCOC(=O)N1CCC(NC(=O)C(CC(C)C)NC(=O)C2CCC(C)CC2)CC1 (configuration not stated)
#3 O=C(Cc1ccccc1)Oc1coc(CSc2ncccn2)cc1=O
#4 Cc1ccc2nc(SCC(=O)c3c(N)n(C)c(=O)n(C)c3=O)[nH]c2c1
#5 O=C(NCc1ccccc1)C1CCC1
#6 O=C(Nc1ccccc1)c1cccnc1N1CCCC1
screen / no.,1,2,3,4,5,6
ELG1 genotox,-1%,0%,-7%,-3%,0%,1%
BRCA1 expr act,3%,-43%,-19%,6%,5%,-23%
p53 reactivator,-1%,-3%,2%,-1%,-9%,-2%
VP16 counter,-24%,3%,-2%,-9%,1%,3%
NPC1 promoter act,-5%,1%,-1%,13%,-1%,5%
PKM2 act,7%,3%,-1%,6%,1%,-1%
FLuc modulator,0%,1%,-14%,-14%,1%,0%
Menin-MLL TR inh,.,?,2%,6%,-26%,-1%
RORgamma inh,13µM*,-45%,-3%,44%,-15%,5%
Giardia killer,-1,14,-12,11,-5,0
Rab9 promoter act,-1%,-1%,0%,0%,-4%,-4%

#7 CCCCN(CC)CCCNC(=O)CC1Oc2ccccc2NC1=O (configuration not stated)
#8 NC(=O)c1noc(C(=O)N(CC(=O)NC2CCCC2)Cc2ccc3c(c2)OCO3)c1N
#9 COc1ccccc1NC(=O)c1ccc(NC(=O)COC(=O)CC(NC(=O)c2ccccc2Cl)c2ccccc2)cc1 (configuration not stated)
#10 CCn1c(CNS(=O)(=O)c2ccc(Br)cc2)nnc1SC
#11 CC(=O)c1c(-c2ccccc2)c2cc(Cl)ccc2n(C)c1=O
#12 O=C(NC1CCCCC1)C(c1ccc2ncccc2c1)N(Cc1ccc(F)cc1)C(=O)c1cccs1 (configuration not stated)
screen / no.,7,8,9,10,11,12
ELG1 genotox,0%,3%,0%,1%,-6%,-19%
BRCA1 expr act,-23%,2%,-3%,9%,-18%,-37%
p53 reactivator,-10%,-7%,0%,1%,.,-17%
VP16 counter,9%,-2%,?,2%,-3%,-7%
NPC1 promoter act,-3%,0%,-1%,-6%,-2%,0%
PKM2 act,5%,1%,-4%,0%,2%,2%
FLuc modulator,5%,0%,-1%,-2%,2%,-1%
Menin-MLL TR inh,12%,0%,-11%,.,-26%,-11%
RORgamma inh,-6%,?,25%,-16%,23%,?
Giardia killer,-10,-18,-13,-6,5,-5
Rab9 promoter act,-1%,-4%,-4%,3%,1%,-10%

#13 COc1ccccc1NC(=O)c1ccc(NC(=O)COC(=O)CCC2CCCC2)cc1
#14 CC(=O)c1ccc(NC(=O)c2cccc(S(=O)(=O)N3CCN(C)CC3)c2)cc1
#15 COc1cccc(NC(=O)c2oc3ccccc3c2NC(=O)C(C)(C)C)c1
#16 COc1cc(/C=C(\C#N)c2nc3ccccc3[nH]2)c([N+](=O)[O-])cc1OCc1ccccc1
#17 CCC(=O)Nc1nc(C)c(-c2csc(Nc3cccc(C(=O)O)c3)n2)s1
#18 Cn1c(SCC(=O)Nc2ccc(Cl)cc2F)nnc1-c1ccco1
screen / no.,13,14,15,16,17,18
ELG1 genotox,2%,12%,-7%,-5%,-5%,-1%
BRCA1 expr act,0%,11µM*,-32%,-60%,2%,-13%
p53 reactivator,0%,?,-1%,15%,-2%,0%
VP16 counter,-5%,28%,?,2%,-3%,-3%
NPC1 promoter act,-2%,?,1%,-3%,-1%,-5%
PKM2 act,1%,2%,-25%,-6%,-6%,0%
FLuc modulator,-1%,?,0%,-3%,11µM*,-2%
Menin-MLL TR inh,?,-8%,?,?,52%[activator],-11%
RORgamma inh,27%,32%,0%,32%,-9%,-9%
Giardia killer,3,-3,8,11,0,6
Rab9 promoter act,-9%,21%,-3%,5%,-3%,0%

#19 O=C1COc2ccc(C(=O)CSc3nnc(Cc4cccs4)n3-c3ccc(Cl)cc3)cc2N1
#20 O=C(COc1cc(Cl)c(Cl)cc1Cl)Nc1cccc(O)c1
#21 O=[N+]([O-])c1ccc(C[n+]2ccc(Cc3ccccc3)cc2)cc1
#22 O=C(N/N=C/c1ccccn1)c1cc(-c2ccc(Cl)s2)[nH]n1
#23 C/C(=C\c1ccccc1)CN1CCC(C(=O)N2CCCC(C)C2)CC1 (configuration not stated)
#24 COc1ccc(-c2n[nH]c(=S)n2-c2cc(OC)ccc2OC)cc1
screen / no.,19,20,21,22,23,24
ELG1 genotox,-10%,?,-17%,-3%,-9%,1%
BRCA1 expr act,-32%,14%,-23%,-23%,-5%,0%
p53 reactivator,1%,?,1%,11%,?,-1%
VP16 counter,-22%,?,5%,-7%,4%,-13%
NPC1 promoter act,3%,-1%,-4%,6%,-7%,-1%
PKM2 act,-9%,-2%,4%,.,0%,-2%
FLuc modulator,3%,1.1µM*,-3%,-14%,2%,-3%
Menin-MLL TR inh,?,12%,?,19%,?,.
RORgamma inh,-103%,-44%,-4%,?,5%,10µM*
Giardia killer,8,-2,0,-5,5,?
Rab9 promoter act,6%,-3%,1%,3%,2%,-5%

#25 CC(C)C(=O)Nc1ccc(C(=O)NNC(=S)NC(=O)c2ccccc2[N+](=O)[O-])cc1
#26 CC(=O)N1CCOc2cc(S(=O)(=O)NCc3ccc(F)cc3)c(C)cc21
#27 CCOC(=O)CC1NCCc2c1[nH]c1ccc(OC)cc21 (configuration not stated)
#28 CCOc1cc(/C=N/NC(=O)c2ccc(-c3csc(Nc4ccc(C)cc4)n3)cc2)ccc1OCC(=O)O
#29 COc1ccc(N(C(=O)c2ccncc2)S(=O)(=O)c2ccc3c4c(cccc24)C(=O)N3C)cc1
#30 Cc1cccc(NS(=O)(=O)c2nnc(NC(=O)c3ccc(C)c(C)c3)s2)c1
screen / no.,25,26,27,28,29,30
ELG1 genotox,1%,-5%,1%,-3%,0%,6%
BRCA1 expr act,0%,0%,-10%,31%,-65%,-9%
p53 reactivator,6%,.,5%,16%,-4%,.
VP16 counter,-2%,-1%,5%,-4%,?,-10%
NPC1 promoter act,0%,-5%,-3%,3.2µM*,0%,-6%
PKM2 act,-1%,11%,.,9%,16%,-2%
FLuc modulator,?,-1%&-1%,1%,?,1%,-19%
Menin-MLL TR inh,8%,-16%,1%,?,-2%,?
RORgamma inh,-3%,1%,12%,17%,-40%,17%
Giardia killer,9,-16,4,27,-15,6
Rab9 promoter act,-5%,3%,1%[1.84 µM],2.8µM*,1%,13%

#31 O=[N+]([O-])c1cc(Cl)cc2c1nc(NCCO)c1ccccc12
#32 CCOC(=O)/C(C#N)=C/c1c(N2CCN(c3cccc(Cl)c3)CC2)nc2c(C)cccn2c1=O
#33 CCOc1ccc(-c2csc(NC(=O)c3ccco3)n2)cc1
#34 O=C(c1ccc(S(=O)(=O)N2CCCCC2)cc1)N1CCN(c2ccccc2)CC1
#35 CN(C)C(=O)CN(c1ccc(F)c(Cl)c1)S(C)(=O)=O
#36 CC1CCc2sc(C(=O)NNC(=S)NCC3CCCO3)cc2C1 (configuration not stated)
#37 COc1ccc(/C=N/Nc2nc3ccccc3c(=O)[nH]2)cc1
screen / no.,31,32,33,34,35,36,37
ELG1 genotox,-8%,-5%,?,0%,-4%,8%,?
BRCA1 expr act,-75%,-40%,?,-2%,7%,17%,?
p53 reactivator,1%,6%,?,2%,6%,26%,?
VP16 counter,3%,2%,28%,-10%,-2%,-19%,-11%
NPC1 promoter act,-1%,-1%,24%,-1%,-1%,-2%,3.2µM*
PKM2 act,4%,.,-10%,-9%,-1%,2%,-9%
FLuc modulator,4%,0%,12µM*,1%,7%,-16%,6µM*
Menin-MLL TR inh,?,7%,18%,-2%,0%,1%,-1%
RORgamma inh,3%,1%,?,-21%,26%,?,11µM*
Giardia killer,-15,17,-15,6,9,-16,-16
Rab9 promoter act,-17%,-3%,?,-2%,-8%,20%,1.6µM*
